G6PDH CS: inhibits Leuconostoc G6PDH, flagging false hits in G6PDH-based assays. Purified L. mesenteroides G6PDH, diaphorase/resazurin coupled fluorescence, 45 min. 200,000 tested, 0.12% active. inhibition, % at 5 µM; in the data active = inhibition above about 50%
FLuc act counter: affects firefly luciferase, flagging false hits in luciferase stimulation screens | P08659 | ATPlite luciferase biochemical, luminescence, 10 min; 0 = ATP-free wells, 1 = DMSO control | activation factor at 10 µM | 200,000 tested, under 10 active;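 active = luciferase activation factor, scaled between plate controls, of at least 2 with compound at 10 µM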
Target sequence (P08659 whole entry, looked up): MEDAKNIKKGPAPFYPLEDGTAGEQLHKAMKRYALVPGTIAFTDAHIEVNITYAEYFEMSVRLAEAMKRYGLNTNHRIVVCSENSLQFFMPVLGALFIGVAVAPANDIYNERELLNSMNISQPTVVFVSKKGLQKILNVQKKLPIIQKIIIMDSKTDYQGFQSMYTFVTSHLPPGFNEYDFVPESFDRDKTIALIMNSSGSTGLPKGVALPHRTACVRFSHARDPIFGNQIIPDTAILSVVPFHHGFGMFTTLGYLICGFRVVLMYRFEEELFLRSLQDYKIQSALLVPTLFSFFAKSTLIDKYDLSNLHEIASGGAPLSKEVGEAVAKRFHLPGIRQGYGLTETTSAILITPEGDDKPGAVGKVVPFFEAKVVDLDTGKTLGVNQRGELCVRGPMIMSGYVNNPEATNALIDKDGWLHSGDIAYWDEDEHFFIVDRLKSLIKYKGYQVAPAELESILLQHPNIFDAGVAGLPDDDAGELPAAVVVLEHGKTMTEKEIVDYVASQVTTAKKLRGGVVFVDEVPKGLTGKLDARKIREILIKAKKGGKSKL
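Material: luciferase plus luciferin reagent, cell-free. Medium: PBS buffer for ATP. Also added: ATP substrate, dispensed from a 10.24 µM working solution in PBS. Doses: test compounds dosed from 2 mM stocks in 100% DMSO. Incubation: 10 min post-reagent at room temperature. Technique: light output (luminescence). Read-out basis: luminescence gain marking luciferase activators.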
TLR4 MyD88 comp: blocks binding of human TLR4 to MyD88; inhibition, % at 8.4 µM; HeLa CL3-4 TLR4/MyD88 BLA complementation, FRET ratio; 200,000 tested, 0.18% active; in the data active = inhibition above about 25%;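 also: 0% = vehicle and 100% = reference inhibitor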
Diaphorase act: counter-screen for diaphorase-based assays: diaphorase activators and chemical reducers | Diaphorase/resazurin coupled assay, resorufin fluorescence, 16 min; active compounds read high; 1 = vehicle wells, 0 = NADH-free wells | activation factor at 20 µM | 190,000 tested, 0.005% active;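 active = diaphorase activity raised at least twofold by the compound at 20 µM; inactive = activation factor below 2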
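Assay system: bacterial diaphorase enzyme (C. kluyveri) / Input: enzyme 0.07 U/mL final / Medium: 50 mM HEPES pH 7.4 with 4.542 mM MgCl2, 0.005% Tween 20 / Doses: single compound dose of 20 µM, 1% DMSO final / Incubation: 16 min enzyme reaction, ambient temperature / Signal: fluorescence, excitation 544 nm and emission 590 nm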
APP transl inh: APP translation inhibition | SH-SY5Y APP 5'UTR-luciferase reporter, luminescence | inhibition, % at 2 µM | 190,000 tested, 0.82% active | AID 1285;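 active = inhibition above a set limit, derived from the sample mean plus 3 SD, cut at about 45% in these data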; also: values of inactives mirror those of a sister screen read the other way
APP 5'UTR act: activates APP 5'UTR luciferase reporter | SH-SY5Y APP 5'UTR luciferase reporter, luminescence; zero percent = DMSO vehicle wells | activation, % at 2 µM | 190,000 tested, 1% active | AID 1276;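 active = activation above a set limit, based on mean plus 3 SD of controls, cut at about 140% in these data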; also: values of inactives mirror those of a sister screen read the other way
STAT1 act: STAT1 signaling activation. NIH 3T3 STAT1-luciferase reporter, IFN-gamma, luminescence; 100% = IFN-gamma alone, no compound. AID 932. activation (% of control), % at 5.5 µM. 200,000 tested, 2.6% active;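 active = activation above the screen-wide mean activation plus 3 SD, cut at about 130% in these data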;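 also: raw ratio to IFN-gamma control signal so 100% means no change and 0% no light; values of inactives mirror those of a sister screen read the other way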
NF-kB neuron act: compounds increasing NF-kB expression in human neuronal cells | NF-kB reporter expression; active compounds read high | 190,000 tested, 1.6% active | AID 1239 | fold change at 12.5 µM; in the data active = fold change above about 3.3
Diaphorase inh: diaphorase inhibition or chemical oxidation counter-screen; diaphorase resazurin-to-resorufin fluorescence, NADH, 16 min; bacterial (C. kluyveri) enzyme, not human; inhibition, % at 20 µM; 190,000 tested, 0.69% active;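 active = primary screen inhibition at 20 µM above a set limit, cut at about 50% in these data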;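 also: plate controls were DMSO with full reaction for no effect and wells lacking NADH for full effect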
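Test system: Clostridium kluyveri diaphorase enzyme / Quantity: diaphorase at 0.14 U/mL in enzyme working solution / Incubation: 16-min room-temperature incubation before reading / Benchmarks: NADH-free wells as positive control, DMSO-only neutral wells / Signal: resorufin fluorescence 544/590 nm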
FLuc inh counter: inhibits firefly luciferase, flagging false hits in luciferase inhibition screens | inhibition, % at 10 µM | P08659 | ATPLite firefly luciferase biochemical luminescence, 10 min | 200,000 tested, 1.5% active | AID 1006;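 active = inhibition above about 50% when tested at 10 µM, limit read from the data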
* marks the source's active call; other numbers are inactive results.

N#CC(C#N)=C(Nc1ccc(F)cc1)SCc1cccc(Br)c1 was read as G6PDH CS 9, FLuc act counter 1.1, TLR4 MyD88 comp -6, Diaphorase act 0.7, APP transl inh 1, APP 5'UTR act -1, STAT1 act 65, NF-kB neuron act 0.5, Diaphorase inh 26 and FLuc inh counter -8.
CC(NC(=S)Nc1ccc(Cl)cc1Cl)C(c1cccs1)N1CCCC1 (stereo unspecified) was read as G6PDH CS 0, FLuc act counter 1.1, TLR4 MyD88 comp -21, Diaphorase act 0.9, APP transl inh -22, APP 5'UTR act 22, STAT1 act 91, NF-kB neuron act 1.2, Diaphorase inh 10 and FLuc inh counter -9.
COc1ccc(N2C(=O)CCC(C(=O)N3CCN(c4ccccn4)CC3)C2c2ccc(F)cc2)cc1 (stereo unspecified) was read as G6PDH CS 7, FLuc act counter 1, TLR4 MyD88 comp 9, Diaphorase act 0.9, APP transl inh -6, APP 5'UTR act 6, STAT1 act 97, NF-kB neuron act 1, Diaphorase inh 6 and FLuc inh counter -4.
Screening Cc1cccc(/C(N)=N/OC(=O)CCC2CCCCC2)c1 returned G6PDH CS 0, FLuc act counter 0.5, TLR4 MyD88 comp 2, Diaphorase act 0.8, APP transl inh -23, APP 5'UTR act 23, STAT1 act 112, NF-kB neuron act 1.3, Diaphorase inh 16 and FLuc inh counter 54*.
`CC(Sc1ccc(Cl)cc1)C(=O)NCC1CCCO1` (stereo unspecified) gave G6PDH CS -3, FLuc act counter 1.1, TLR4 MyD88 comp -3, Diaphorase act 0.9, APP transl inh 3, APP 5'UTR act -3, STAT1 act 96, NF-kB neuron act 1.1, Diaphorase inh 6 and FLuc inh counter -9.
For CC(C)CN(CCNC(=O)CN1C(=O)CSc2ccc(S(=O)(=O)N3CCOCC3)cc21)CC(C)C the results were G6PDH CS 5, FLuc act counter 1.1, TLR4 MyD88 comp 6, Diaphorase act 1, APP transl inh 11, APP 5'UTR act -11, STAT1 act 106, NF-kB neuron act 1.3, Diaphorase inh 3 and FLuc inh counter -6.
`O=C(O)COc1c(-c2ccco2)oc2ccccc2c1=O` gave G6PDH CS 9, FLuc act counter 1.1, TLR4 MyD88 comp -14, Diaphorase act 1, APP transl inh -27, APP 5'UTR act 27, STAT1 act 102, NF-kB neuron act 1.2, Diaphorase inh 2 and FLuc inh counter -6.
For CCn1c(O)c2ccc(C(=O)N=NC(=O)c3cccnc3)cc2c1O the results were G6PDH CS 4, FLuc act counter 1, TLR4 MyD88 comp 4, Diaphorase act 1, APP transl inh -6, APP 5'UTR act 6, STAT1 act 103, NF-kB neuron act 1.1, Diaphorase inh 0 and FLuc inh counter -3.
Screening CCCNC(=O)CSc1nc(-c2cccs2)cc(C(F)(F)F)n1 returned G6PDH CS 11, FLuc act counter 1.1, TLR4 MyD88 comp -14, Diaphorase act 0.9, APP transl inh 5, APP 5'UTR act -5, STAT1 act 99, NF-kB neuron act 1.1, Diaphorase inh 13 and FLuc inh counter -8.
Screening CCOC(=O)N1CCN(C(=O)c2cnn3c(C)c(Cc4ccc(C)cc4)c(C)nc23)CC1 returned G6PDH CS 4, FLuc act counter 1.1, TLR4 MyD88 comp -10, Diaphorase act 1, APP transl inh -1, APP 5'UTR act 1, STAT1 act 87, NF-kB neuron act 0.78, Diaphorase inh 5 and FLuc inh counter -7.
O=C(Nc1cccnc1)c1ccc(CSc2ccccc2)cc1 was read as G6PDH CS -4, FLuc act counter 0.9, TLR4 MyD88 comp 7, Diaphorase act 1.2, APP transl inh -7, APP 5'UTR act 7, STAT1 act 110, NF-kB neuron act 1.3, Diaphorase inh -17 and FLuc inh counter 10.
COc1ccc(-c2cc(=O)[nH]c(=S)[nH]2)cc1 was read as G6PDH CS 6, FLuc act counter 1, TLR4 MyD88 comp 2, Diaphorase act 0.5, APP transl inh 2, APP 5'UTR act -2, STAT1 act 112, NF-kB neuron act 0.92, Diaphorase inh 49 and FLuc inh counter -1.
`O=c1oc(-c2ccccc2F)nc2c1cnn2-c1ccccc1` gave G6PDH CS 2, FLuc act counter 1.1, TLR4 MyD88 comp 15, Diaphorase act 0.9, APP transl inh -1, APP 5'UTR act 1, STAT1 act 96, NF-kB neuron act 1.6, Diaphorase inh 6 and FLuc inh counter -8.
CCOC(=O)c1nn(-c2ccc(F)cc2)c2nc(Nc3ccccc3)cc(=O)n12 was read as G6PDH CS -4, FLuc act counter 1.1, TLR4 MyD88 comp -30, Diaphorase act 0.9, APP transl inh 5, APP 5'UTR act -5, STAT1 act 96, NF-kB neuron act 1.1, Diaphorase inh 9 and FLuc inh counter -9.
For CCCN1C2CCCC1CC(NC(=S)Nc1cccc(C)c1)C2 (stereo unspecified) the results were G6PDH CS 8, FLuc act counter 1.1, TLR4 MyD88 comp -6, Diaphorase act 0.9, APP transl inh 3, APP 5'UTR act -3, STAT1 act 104, NF-kB neuron act 0.91, Diaphorase inh 9 and FLuc inh counter -8.
For CCCCn1nc(C(=O)N2CCc3ccccc32)c2ccccc2c1=O the results were G6PDH CS -2, FLuc act counter 1.1, TLR4 MyD88 comp 6, Diaphorase act 0.9, APP transl inh 0, APP 5'UTR act 0, STAT1 act 95, NF-kB neuron act 0.92, Diaphorase inh 12 and FLuc inh counter -7.
Screening CCOC(=O)c1cccc(NC(=O)/C(=C\c2ccccc2)NC(=O)c2ccccc2Cl)c1 returned G6PDH CS 4, FLuc act counter 1.1, TLR4 MyD88 comp -2, Diaphorase act 0.9, APP transl inh -14, APP 5'UTR act 14, STAT1 act 92, NF-kB neuron act 0.97, Diaphorase inh 13 and FLuc inh counter -5.
For CC(=NCC1CCNCC1)C1=C(O)CC(C)(C)CC1=O the results were G6PDH CS -14, FLuc act counter 1, TLR4 MyD88 comp 1, Diaphorase act 1, APP transl inh 12, APP 5'UTR act -12, STAT1 act 90, NF-kB neuron act 1.1, Diaphorase inh 3 and FLuc inh counter -4.
`COc1cccc(CN2CCN(C(=O)c3cccc4ccccc34)CC2)c1OC` gave G6PDH CS 4, FLuc act counter 1, TLR4 MyD88 comp 2, Diaphorase act 0.9, APP transl inh -10, APP 5'UTR act 10, STAT1 act 105, NF-kB neuron act 0.63, Diaphorase inh 14 and FLuc inh counter -3.
For O=C(CC1N=C2c3ccccc3N=C(SCc3ccccc3Cl)N2C1=O)NCc1ccco1 (stereo unspecified) the results were G6PDH CS -17, FLuc act counter 1, TLR4 MyD88 comp -9, Diaphorase act 0.6, APP transl inh -1, APP 5'UTR act 1, STAT1 act 97, NF-kB neuron act 1.5, Diaphorase inh 42 and FLuc inh counter -2.
Screening CCOC(=O)C1=C(C)N(CCO)C(=O)NC1c1cccc(O)c1 (stereo unspecified) returned G6PDH CS -2, FLuc act counter 1, TLR4 MyD88 comp 0, Diaphorase act 0.9, APP transl inh -4, APP 5'UTR act 4, STAT1 act 96, NF-kB neuron act 1.3, Diaphorase inh 12 and FLuc inh counter 1.
CCC(Sc1nc2sc(C(=O)OC)c(C)c2c(=O)n1N)C(=O)N(CC)CC (stereo unspecified) was read as G6PDH CS 7, FLuc act counter 1, TLR4 MyD88 comp 0, Diaphorase act 1, APP transl inh -10, APP 5'UTR act 10, STAT1 act 106, NF-kB neuron act 0.89, Diaphorase inh -1 and FLuc inh counter 2.
Screening Cc1cccnc1NC(=S)NCCc1ccccc1 returned G6PDH CS -1, FLuc act counter 1, TLR4 MyD88 comp -7, Diaphorase act 0.9, APP transl inh -62, APP 5'UTR act 62, STAT1 act 130*, NF-kB neuron act 2.1, Diaphorase inh 12 and FLuc inh counter 4.
Screening COCc1nn2c(N)c(C#N)cnc2c1-c1ccccc1 returned G6PDH CS -1, FLuc act counter 0.9, TLR4 MyD88 comp 4, Diaphorase act 0.9, APP transl inh -33, APP 5'UTR act 33, STAT1 act 94, NF-kB neuron act 0.97, Diaphorase inh 12 and FLuc inh counter 10.
COc1ccc(NC(=O)c2ccccc2NC(=O)NC2CCCCC2)cc1 was read as G6PDH CS 1, FLuc act counter 0.7, TLR4 MyD88 comp -14, Diaphorase act 1, APP transl inh -10, APP 5'UTR act 10, STAT1 act 109, NF-kB neuron act 1, Diaphorase inh 3 and FLuc inh counter 31.
For COC(=O)c1sccc1OCc1cccc(OC)c1 the results were G6PDH CS 4, FLuc act counter 1, TLR4 MyD88 comp 11, Diaphorase act 0.9, APP transl inh -13, APP 5'UTR act 13, STAT1 act 102, NF-kB neuron act 1.4, Diaphorase inh 12 and FLuc inh counter -4.
`O=C(Nc1cccnc1)c1ccc2c(c1)OCO2` gave G6PDH CS -14, FLuc act counter 1, TLR4 MyD88 comp -8, Diaphorase act 0.8, APP transl inh 6, APP 5'UTR act -6, STAT1 act 115, NF-kB neuron act 1.5, Diaphorase inh 17 and FLuc inh counter 0.
Screening COc1ccc(N(CC(=O)N2c3ccccc3CC2C)S(=O)(=O)c2c(C)nn(C)c2C)cc1 (stereo unspecified) returned G6PDH CS 4, FLuc act counter 1.1, TLR4 MyD88 comp 15, Diaphorase act 0.8, APP transl inh 13, APP 5'UTR act -13, STAT1 act 94, NF-kB neuron act 0.68, Diaphorase inh 17 and FLuc inh counter -8.
For O=C(CC1C(=O)NCCN1Cc1ccccc1C(F)(F)F)NCCn1cccn1 (stereo unspecified) the results were G6PDH CS -2, FLuc act counter 1, TLR4 MyD88 comp 5, Diaphorase act 1, APP transl inh 2, APP 5'UTR act -2, STAT1 act 100, NF-kB neuron act 1.2, Diaphorase inh 2 and FLuc inh counter -2.
For COc1ccc(/C=N/Nc2ccc([N+](=O)[O-])cc2)cc1Cn1cc([N+](=O)[O-])cn1 the results were G6PDH CS 3, FLuc act counter 1, TLR4 MyD88 comp 17, Diaphorase act 0.8, APP transl inh 16, APP 5'UTR act -16, STAT1 act 101, NF-kB neuron act 0.97, Diaphorase inh 16 and FLuc inh counter -3.

Entries listed so far with a furan ring, fused or not, in the order listed:
`O=C(O)COc1c(-c2ccco2)oc2ccccc2c1=O` gave G6PDH CS 9, FLuc act counter 1.1, TLR4 MyD88 comp -14, Diaphorase act 1, APP transl inh -27, APP 5'UTR act 27, STAT1 act 102, NF-kB neuron act 1.2, Diaphorase inh 2 and FLuc inh counter -6.
For O=C(CC1N=C2c3ccccc3N=C(SCc3ccccc3Cl)N2C1=O)NCc1ccco1 (stereo unspecified) the results were G6PDH CS -17, FLuc act counter 1, TLR4 MyD88 comp -9, Diaphorase act 0.6, APP transl inh -1, APP 5'UTR act 1, STAT1 act 97, NF-kB neuron act 1.5, Diaphorase inh 42 and FLuc inh counter -2.

2 successive records already listed, for reference:
Screening CCOC(=O)C1=C(C)N(CCO)C(=O)NC1c1cccc(O)c1 (stereo unspecified) returned G6PDH CS -2, FLuc act counter 1, TLR4 MyD88 comp 0, Diaphorase act 0.9, APP transl inh -4, APP 5'UTR act 4, STAT1 act 96, NF-kB neuron act 1.3, Diaphorase inh 12 and FLuc inh counter 1.
CCC(Sc1nc2sc(C(=O)OC)c(C)c2c(=O)n1N)C(=O)N(CC)CC (stereo unspecified) was read as G6PDH CS 7, FLuc act counter 1, TLR4 MyD88 comp 0, Diaphorase act 1, APP transl inh -10, APP 5'UTR act 10, STAT1 act 106, NF-kB neuron act 0.89, Diaphorase inh -1 and FLuc inh counter 2.

Bioassay records: PubChem, several laboratories
